HTR5A inv ctr: HTR5A inverse agonism, opioid heterodimer counter-screen | P47898 | HTR5A cell line, luminescence | inhibition, % at 9.3 µM | 340,000 tested, 0.083% active | AID 504634; in the data active means inhibition mostly above about 23%, no sharp cut-off; inactive means mostly below about 18%;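 further: 0% = cells with DMSO and 100% = no-cell wells with DMSO; some compounds called inactive have numbers as strong as hits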
Mot1-301 SUMO: blocks SUMOylation pathway, rescuing yeast Mot1-301 growth; S. cerevisiae Mot1-301 growth rescue, ATP luminescence, 38.5C; percent above DMSO median, 100 means doubled; growth rescue, % at 18.8 µM; 320,000 tested, 1% active;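 active means every valid replicate shows activation above 250% relative to neutral control wells; inactive means the rest, any valid replicate at or below 250%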;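 further: OY570 slx delta 5 strain wells were the positive control but not used for scaling; some compounds called inactive have numbers as strong as hits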
phage Ecoli inh: E. coli growth loss with phage present | growth absorbance | inhibition, % at 11.9 µM | 360,000 tested, 0.26% active; in the data active means inhibition above about 11%
PKA-R1A activ: activators of PKA-R1A complex | P00514+P68181 | PKA-R1A dissociation, Cy5-IP20 fluorescence polarization; scaled: DMSO 0%, 113 µM cGMP 100% | activation, % at 11.4 µM | 340,000 tested, 0.083% active;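 active means percent activation above the mean of all tested compounds plus 3 SD, cut at about 19% in these data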;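 further: higher means more PKAc released from R1A so a rise in polarization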
AddAB inh: less growth of phage-infected E. coli with AddAB. E. coli expressing H. pylori AddAB, absorbance growth. inhibition, % at 11.9 µM. AID 435030. 330,000 tested, 0.29% active; in the data active means inhibition above about 12%;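 further: 0% = vehicle wells of infected cells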
Tat transport: E. coli Tat transport inhibition. E. coli MC4100 TorA-mCherry Tat export, fluorescence. inhibition, % at 10 µM. 340,000 tested, 0.036% active. AID 488895;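 active means mean replicate inhibition at least 50% and at least half of replicates individually reaching 50%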;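 further: exported cargo escapes ClpAP degradation while cytoplasmic cargo is degraded and loses fluorescence; 0% = median of neutral control wells and 100% = median of NaSCN control wells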
E coli growth: bacterial growth inhibition, counter-screen for AddAB inhibitors. E. coli V3065 growth, OD600 absorbance, 18 h. inhibition, % at 11.9 µM. 330,000 tested, 0.27% active. AID 449728;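 active means inhibition above the campaign's mean inhibition across all tested compounds plus 3 SD, cut at about 9.9% in these data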;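 further: uninfected addAB+ strain grown without phage in ampicillin broth; 0% = DMSO wells and 100% = ciprofloxacin 0.95 µg/ml wells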
OPRM1-OPRD1 inv: inverse agonists of human mu-delta opioid receptor heterodimerization | 340,000 tested, 0.21% active | inhibition, % at 9.3 µM | P35372+P41143 | cell-based MOR-DOR heterodimer luminescence, inverse agonism; in the data active means inhibition above about 22%, passing the limit was not always enough;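 further: 0% = cells with DMSO and 100% = wells without cells with DMSO; values of inactives mirror those of a sister screen read the other way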
Target sequence (P35372 whole entry, looked up): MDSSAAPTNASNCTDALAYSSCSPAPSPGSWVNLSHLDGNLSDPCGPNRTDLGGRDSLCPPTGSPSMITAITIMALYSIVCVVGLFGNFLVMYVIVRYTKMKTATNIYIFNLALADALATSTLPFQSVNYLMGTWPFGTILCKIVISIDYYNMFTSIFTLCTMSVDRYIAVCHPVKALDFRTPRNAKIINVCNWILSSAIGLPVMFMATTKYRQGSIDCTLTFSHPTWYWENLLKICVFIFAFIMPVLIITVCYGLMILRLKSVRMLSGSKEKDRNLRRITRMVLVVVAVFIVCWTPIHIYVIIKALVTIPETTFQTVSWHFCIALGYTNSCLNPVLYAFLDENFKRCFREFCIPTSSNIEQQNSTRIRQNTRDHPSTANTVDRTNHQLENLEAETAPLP
Target sequence (P41143 whole entry, looked up): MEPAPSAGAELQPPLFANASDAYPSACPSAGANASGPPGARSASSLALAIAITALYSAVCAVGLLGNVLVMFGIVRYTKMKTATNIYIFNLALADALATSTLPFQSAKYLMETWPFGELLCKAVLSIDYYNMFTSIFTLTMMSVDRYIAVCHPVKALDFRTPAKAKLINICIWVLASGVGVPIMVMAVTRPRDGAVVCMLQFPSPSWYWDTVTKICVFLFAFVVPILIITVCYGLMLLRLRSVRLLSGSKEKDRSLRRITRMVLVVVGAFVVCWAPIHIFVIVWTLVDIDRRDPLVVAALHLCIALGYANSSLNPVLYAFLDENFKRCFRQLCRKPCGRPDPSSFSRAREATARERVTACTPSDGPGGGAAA
PKA-R2B act: activates the human PKA-R2B holoenzyme complex. 340,000 tested, 0.079% active. AID 504700. PKA-R2B holoenzyme dissociation, Cy5-IP20 fluorescence polarization; R2B truncated from residue 108, S112A mutant; 0% DMSO only, 100% 113 µM cGMP. activation, % at 11.4 µM. P22694+P31323;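 active means activation above a cutoff set at the mean over all compounds plus 3 SD, cut at about 18% in these data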;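 further: higher means more holoenzyme dissociation and a rise in polarization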
PfHsp90 set2: inhibits growth of yeast expressing Plasmodium falciparum Hsp90; inhibition, % at 9.4 µM; AID 504621; S. cerevisiae expressing PfHsp90, BacTiter-Glo ATP, 48 h; yeast lacking PDR1 and PDR3 efflux regulators; 310,000 tested, 0.32% active;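 active means every replicate shows inhibition above about 80%, whatever the replicate mean, limit read from the data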;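 further: 0% = DMSO neutral controls and 100% = 20 µM radicicol positive controls; yeast relying on Plasmodium falciparum Hsp90 in place of its own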
MOR-DOR ag: agonists of human mu-delta opioid receptor heterodimerization | P35372+P41143 | cells, OPRM1-OPRD1 heterodimerization, luminescence | activation, % at 9.3 µM | 340,000 tested, 0.3% active | AID 504326; in the data active means activation above about 18%;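 further: 0% = vehicle-treated cells and 100% = reference agonist; values of inactives mirror those of a sister screen read the other way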
Active calls of the source: *; / = not tested or not shown.

The opening two compounds, ahead of the listing:
SMILES	HTR5A inv ctr	Mot1-301 SUMO	phage Ecoli inh	PKA-R1A activ	AddAB inh	Tat transport	E coli growth	OPRM1-OPRD1 inv	PKA-R2B act	PfHsp90 set2	MOR-DOR ag
COc1ccc(CCCC(=O)NCc2ccccc2)cc1C	10	7	2.4	-5	3.6	1	-2.4	4	-4	9	-0.7
Cc1nn(-c2ccccc2)c(N2CCCC2)c1/C=N/NC(=O)c1cc(-c2cccnc2)nc2ccccc12	-11	4	1.9	-3	3.7	4	-1.8	-17	-2	7	3.4

All compounds of this part, previewed entries included:
SMILES	HTR5A inv ctr	Mot1-301 SUMO	phage Ecoli inh	PKA-R1A activ	AddAB inh	Tat transport	E coli growth	OPRM1-OPRD1 inv	PKA-R2B act	PfHsp90 set2	MOR-DOR ag
COc1ccc(CCCC(=O)NCc2ccccc2)cc1C	10	7	2.4	-5	3.6	1	-2.4	4	-4	9	-0.7
Cc1nn(-c2ccccc2)c(N2CCCC2)c1/C=N/NC(=O)c1cc(-c2cccnc2)nc2ccccc12	-11	4	1.9	-3	3.7	4	-1.8	-17	-2	7	3.4
COc1ccc(NC(=O)CON=CC(=O)Nc2ccc(C)cc2)c(OC)c1	2	-2	7.8	-10	0.0	-7	-1.3	8	-2	-18	-1.9
COc1cc(C2=NOC(C(=O)NCc3ccccn3)C2)cc(OC)c1OC (stereo not drawn)	4	10	1.2	4	-1.0	-2	0.1	-2	-4	-18	0.4
CSc1ccc(/C=C(\NC(=O)c2ccccc2)C(=O)NCCN2CCOCC2)cc1	-19	12	1.5	1	3.2	-8	-0.8	16	4	2	-3.0
CC1Cc2ccccc2N1C(=O)COC(=O)c1cccc(Br)c1 (stereo not drawn)	10	46	2.8	1	-0.4	7	0.3	-7	-9	8	1.8
CCOc1cc(N2CCOCC2)c(OCC)cc1NC(=O)COC(=O)c1cc2ccccc2cc1O	-15	-17	1.3	-10	3.2	-12	-0.9	6	-4	17	-1.1
O=C(Cn1ccc2ccccc2c1=O)NCCC(=O)N1CCN(c2cccc(C(F)(F)F)c2)CC1	13	60	2.5	-13	0.8	8	1.0	13	-8	-12	-2.6
CC(C)OC(=O)c1cccnc1N1CCN(c2cccc(Cl)c2)CC1	-9	2	2.5	-4	-2.0	9	0.3	-20	-6	-4	3.2
Cc1ccccc1Oc1ccc2c(c1)[C@@H]1C[C@H](N(C)C(=O)NC3CCCCC3)[C@H]([C@H](C)O)C(=O)N1CC2	/	/	-0.6	-14	/	22	/	/	-11	0	/
Cc1cccc(NC2=C/C(=N/S(=O)(=O)c3cccs3)c3ccccc3C2=O)c1	-6	-10	1.3	-2	1.8	0	3.0	-56	1	-4	11
Cc1nc2c(C)cccn2c(=O)c1NC(=O)c1cccc2ccccc12	11	18	0.8	-4	1.5	1	0.5	14	-13	/	-2.2
COc1ccc(C(=O)Nc2ncccc2C)cc1S(=O)(=O)N1CCCc2ccccc21	11	403	3.6	-14	-1.9	3	-0.3	-8	-11	3	1.2
C[C@@H]1CN([C@@H](C)CO)C(=O)c2cc(NC(=O)Nc3ccc4c(c3)OCO4)ccc2O[C@H]1CN(C)S(=O)(=O)c1cn(C)cn1	-2	2	3.1	1	1.1	-11	-0.7	7	-9	-9	-1.3
COc1ccccc1CCc1nnc(N)s1	-25	-7	0.7	6	3.3	-6	-1.0	4	1	-29	-0.8
Cc1ccc(NC(=O)c2cc([N+](=O)[O-])ccc2NCc2cccnc2)cc1Cl	9	-10	3.3	-3	1.9	2	1.2	5	-7	/	-0.9
COc1ccccc1NC(=O)CSc1nnc(Cn2c(=O)sc3ccccc32)n1C	-22	54	1.8	1	1.9	-6	0.3	5	-2	/	-1.0
Cn1nnnc1Sc1ncnc2scc(-c3ccccc3)c12	-12	-8	1.7	-3	0.8	8	-2.5	14	-8	-13	-2.5
COc1ccc(C(=O)c2ccc(OC)c(OC)c2OC)cc1	8	/	4.4	-9	/	1	/	17	7	-14	-3.4
O=S(=O)(Cc1ccc(Cl)cc1)N1CCN(Cc2ccc3c(c2)OCO3)CC1	-11	5	3.8	5	2.3	6	-0.5	-10	3	5	1.9
CCN(CC)S(=O)(=O)c1ccc2[nH]cc(C(=O)NCCCN3CCCCC3C)c(=O)c2c1 (stereo not drawn)	-20	-3	-0.6	-7	0.8	2	-0.9	7	-4	-2	-1.2
Cc1csc(=O)n1CC(=O)OCC(=O)Nc1ccc(Cl)cc1F	-7	7	4.9	-4	2.6	5	-0.7	20	0	7	-4.1
COc1ccc(NC(=O)NCc2cccnc2)cc1OC	9	-11	2.4	-2	2.5	4	1.0	14	8	/	-2.6
O=C(NC1CCCCC1)C(c1ccccc1)N(C(=O)Cc1ccsc1)c1ccccc1 (stereo not drawn)	15	-1	0.0	2	2.4	2	-0.4	5	0	23	-0.9
NS(=O)(=O)c1ccc(CCNC(=O)CN2CCN(c3ccccc3O)CC2)cc1	-6	-11	0.4	-6	-0.7	-9	0.2	0	-5	-11	0.0
CCN(Cc1ccccc1)C(=O)CSc1nncn1C	-2	/	-3.5	-2	-0.3	1	2.5	8	-13	/	-1.6
CN(CC(=O)Nc1ccccc1F)CC(=O)Nc1ccccc1Br	-2	/	2.7	-1	1.2	0	0.8	-1	6	/	0.2
Cc1nc(NC(=O)c2ccc([N+](=O)[O-])cc2Cl)sc1C(=O)N(C)C	2	-6	3.0	-7	4.5	-7	0.7	-13	4	8	2.2
CSCCC1NC(=O)N(CC(=O)Nc2ccc(Cl)c(S(=O)(=O)N3CCOCC3)c2)C1=O (stereo not drawn)	2	-14	0.1	-3	-0.7	-7	-0.5	-3	-1	/	0.7
Cc1ccc(S(=O)(=O)N2CCCC2C(=O)NCc2ccccc2F)cc1 (stereo not drawn)	-23	-5	3.3	-5	1.1	-4	-0.2	2	2	7	-0.3
CCNc1nc(NC(C)C)nc(OCCNS(=O)(=O)c2cc(C)ccc2C)n1	10	-3	2.4	1	2.5	17	1.2	12	-5	6	-2.1
O=C1C=CN(C(=O)Oc2ccccc2)CC1	16	-3	2.5	-5	1.6	0	-1.3	23	-1	15	-3.8
CCCn1c(NC(=O)C2CCN(S(=O)(=O)c3cccs3)CC2)nc2ccccc21	-45	0	1.9	-1	-1.5	0	0.8	0	3	0	0.1
CCc1ccc(CNC(=O)C2CCN(S(=O)(=O)N3CCCC3)CC2)cc1	17	132	2.6	4	2.9	-1	0.0	11	14	-3	-2.1
CC(NC(=O)OCc1ccccc1)C(=O)Oc1cc2oc(=O)cc(-c3ccccc3)c2cc1Cl (stereo not drawn)	11	-21	3.6	-15	1.1	17	0.5	10	-4	-98	-2.0
C=C1C2(C(=O)NCc3ccco3)CCC(C2)C1(C)C (stereo not drawn)	-26	-20	-1.5	-10	1.0	16	1.0	3	-5	-13	-0.5
CCC(=O)N/C(=N/c1nc(C)cc(C)n1)Nc1ccc(OC)cc1	-16	-10	2.8	1	-1.1	-14	-4.3	4	-3	9	-0.6
COCCCNC(=S)N(CCN(C)C)Cc1cc2cc3c(cc2[nH]c1=O)OCCO3	-13	110	1.9	-8	-0.8	2	-4.3	8	-2	14	-1.7
CCC(NC(=S)Nc1ccccc1)C(=O)O (stereo not drawn)	-10	-15	2.1	-16	6.2	-6	0.9	8	-2	-8	-1.8
O=C(CSc1nnc2c(Cl)cc(C(F)(F)F)cn12)Nc1ccc2c(c1)OCO2	-13	-1	3.6	-5	2.8	0	-1.9	-1	-1	/	0.3
CCc1nnc(NS(=O)(=O)c2ccc(NC(=S)NC(=O)/C=C/c3ccc(C(C)C)cc3)cc2)s1	11	-12	/	-11	-0.8	-1	-2.6	13	-16	-19	-2.3
COc1ccc(CN2CCCC(C(=O)N3CCc4ccccc4C3)C2)cc1OC (stereo not drawn)	16	-54	3.3	-3	6.1	-9	-0.4	16	-7	10	-3.0
CCOC(=O)c1sc2nc(C)nc(NCc3cccnc3)c2c1C	-19	-6	-1.5	-9	3.0	-1	1.5	10	-2	9	-2.2
CCCCn1c(SCC(=O)OCC)nc2c1c(=O)[nH]c(=O)n2C	9	-11	4.2	-6	1.3	-10	1.3	10	3	6	-1.7
CC1=NN(c2ccc([N+](=O)[O-])cc2)C(=O)/C1=C\N(C)C	-13	3	5.2	7	5.0	-7	1.4	20	-8	-17	-3.8
CCCNC(=O)C(Cc1ccccc1)NC(=O)c1ccc(-c2ccccc2)cc1 (stereo not drawn)	-15	-4	1.7	-9	0.2	4	-0.8	-26	-13	0	4.6
COc1cccc(C(=O)NC2(C(F)(F)F)N=C3SCCN3C2=O)c1 (stereo not drawn)	2	-2	-0.2	9	0.7	9	-2.2	12	-2	/	-2.3
CCOC(=O)C1=CN(C(C)C)CCC1=O	16	/	2.0	-10	/	-15	/	14	-11	5	-3.0
Cc1cc(C)nc(-n2nc(C)cc2NC(=O)c2cc3ccccc3oc2=O)n1	12	2	-2.9	0	-2.5	-1	-1.3	-2	0	-22	0.4
CC1(C)CC(=O)C2=C(C1)OC(N)=C(C#N)C21C(=O)N(Cc2ccccc2Cl)c2ccccc21 (stereo not drawn)	-8	4	1.4	2	4.3	10	-2.7	7	9	10	-1.3
Nc1nc2c(F)cccc2s1	-3	14	4.8	-6	1.2	-11	0.2	7	-7	1	-1.3
CCCCC(=O)OCc1c(-c2ccccc2)ncc2ccccc12	5	16	-1.4	-8	1.4	1	0.4	-31	-11	-6	5.6
Cc1ccc([N+](=O)[O-])cc1NC(=O)Nc1ccc(S(N)(=O)=O)cc1	6	-1	-2.3	-8	-0.6	-1	-1.3	10	-2	6	-1.8
CCc1ccc(OCC(O)CN2CCN(c3ccc(OC)cc3)CC2)cc1 (stereo not drawn)	6	-12	2.0	-4	-0.5	-6	1.0	2	4	-30	-0.3
Cc1cc(=O)oc(C)c1C(=O)NCCc1ccc(F)cc1	3	-3	1.6	-6	1.4	3	0.9	7	-1	15	-1.2
Cc1ccc2nc3c(cc(C(=O)NC4CCCCC4)c(=N)n3C3CCCCC3)c(=O)n2c1	-8	-18	0.5	3	-1.0	3	4.0	12	-2	-54	-2.4
Cc1ccc(S(=O)(=O)CC(CN2CCOCC2)N2CCOCC2)cc1 (stereo not drawn)	-3	-1	3.4	0	4.0	-10	-2.7	4	-4	15	-0.6
O=C(COC(=O)C1CCN(S(=O)(=O)c2c(Cl)cccc2Cl)CC1)NCc1ccco1	-10	0	3.6	-1	-1.4	-1	-1.9	10	-2	/	-1.9
O=C(NCC(=O)N1CCN(S(=O)(=O)/C=C/c2ccccc2)CC1)c1ccc(Cl)cc1	15	-16	3.5	3	1.9	1	1.4	-14	-3	13	2.6
COc1ccccc1-n1c2nc3ccccc3nc2c2c(=O)n(-c3cc(C)cc(C)c3)cnc21	7	4	5.0	-6	0.1	4	-1.3	-6	-12	-7	0.8
Oc1cccc(Nc2ncnc3ccccc23)c1	0	6	3.4	-6	1.6	18	-1.6	-8	-5	0	1.4
O=C(Nc1ccccc1C(=O)N1CCCCCC1)c1ccc(Cl)cc1	2	13	3.0	-9	3.6	0	-1.9	8	3	-4	-1.4

Screening data (PubChem)
